# HSF1 activator = increases HSF-1 driven luciferase reporter signal. NIH3T3-HGL HSF-1 luciferase reporter, MG132, 8 h; 100% = twice DMSO control signal. activation, % at 9 µM. 300,000 compounds, 1.7% hits. AID 504408;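 active means mean replicate activation of at least 50% with a set share of replicates each reaching 50%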;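 further: 0% = median of the neutral control wells and 100% = twice that signal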
# GSK3 alpha inh = inhibitors of human GSK-3 alpha kinase; AID 2650; P49840; inhibition, % at 10 µM; 320,000 compounds, 0.1% hits; ADP-Glo luminescence, 60 min;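 in the data active means inhibition above about 50%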;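 further: GST-tagged GSK-3 alpha with peptide substrate and 25 µM ATP; 0% = DMSO neutral wells and 100% = GW8510 positive control wells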
# Target sequence (P49840 whole entry, looked up): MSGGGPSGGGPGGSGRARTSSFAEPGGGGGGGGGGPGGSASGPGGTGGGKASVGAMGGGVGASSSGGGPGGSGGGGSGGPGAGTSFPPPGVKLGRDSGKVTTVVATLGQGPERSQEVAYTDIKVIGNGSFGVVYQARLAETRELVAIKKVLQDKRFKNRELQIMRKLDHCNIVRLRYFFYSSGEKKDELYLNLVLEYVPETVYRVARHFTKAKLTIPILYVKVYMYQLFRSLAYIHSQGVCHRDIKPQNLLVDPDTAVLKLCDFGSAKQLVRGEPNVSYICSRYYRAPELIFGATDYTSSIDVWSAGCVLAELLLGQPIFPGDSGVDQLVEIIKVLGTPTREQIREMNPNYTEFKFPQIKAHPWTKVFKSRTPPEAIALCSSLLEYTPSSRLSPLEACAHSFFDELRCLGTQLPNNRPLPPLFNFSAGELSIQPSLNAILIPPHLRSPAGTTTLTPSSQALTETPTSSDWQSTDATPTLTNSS
# HSF1 inhib = HSF1 inhibition; NIH3T3-HGL HSE-luciferase, MG132-induced, luminescence 8 h; hits give low values; activity change, negative = inhibition, % at 7.5 µM (by protocol); 300,000 compounds, 0.77% hits;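 active means more than half of replicate wells show activity change below -50%, luminescence cut by over half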;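 further: luciferase reports HSF-1 transcriptional activity via heat shock element; 0% = median of DMSO wells and -100% = zero luminescence signal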
# aSyn UTR inh = MLPCN primary screen, SNCA 5' untranslated region; alpha-synuclein 5'UTR reporter, inhibitor activity; inhibition, % (tested at 7.5 µM); 300,000 compounds, 0.82% hits; in the data active means inhibition above about 60%;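 further: H4 neuroglioblastoma cells stably carrying SNCA 5'UTR luciferase fusion; 0% = DMSO wells and 100% = positive control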
# AI-2 QS mod = Vibrio harveyi AI-2 quorum sensing modulation. 300,000 compounds, 0.4% hits. Vibrio harveyi JMH597 AI-2 luminescence/OD600 ratio, 9 h; hits give low values; strain lacks LuxN and CqsS sensors; 0 = neutral-control median. activity change, % at 7.5 µM; in the data active means activity change below about -75%, passing the limit was not always enough;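 further: luminescence divided by OD600 gain over 9 h not by final OD600 alone; inactives centre near 13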
# IEC-6 cytotox = IEC-6 cytotoxicity, counter-screen for KLF5 inhibitors; inhibition, % at 5 µM; luminescence viability; 290,000 compounds, 0.78% hits; in the data active means inhibition above about 22%;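 further: 0% = plate median of test compound wells and 100% = cytotoxic reference compound wells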
# KLF5 inhibitor = kruppel-like factor 5 inhibition; DLD-1 KLF5 promoter-luciferase reporter, luminescence; AID 1700; 290,000 compounds, 0.23% hits; inhibition, % at 5 µM;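 active means inhibition above a per-plate limit of that plate's mean compound inhibition plus 3 SD, cut at about 60% in these data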;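 further: 0% = DMSO wells and 100% = LY294002 at 200 µM; higher means less KLF5 promoter-driven luciferase light; inactives centre near -14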
# HSP90 refold inh = inhibitors of HSP90 luciferase refolding in rabbit reticulocyte lysate; luciferase refolding luminescence, 3 h; inhibition, % at 5.6 µM; 290,000 compounds, 0.91% hits; AID 1789;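 active means inhibition above the screen-wide mean plus 3 SD, computed separately per campaign, cut at about 16% in these data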;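 further: 0% = DMSO wells and 100% = 60 µM geldanamycin wells; inhibitors lower the luminescence because luciferase stays unfolded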
# GSK3B inh = blocks human GSK3beta kinase activity; P49841; GST-GSK3beta kinase, ADP-Glo luminescence, 60 min; hits give low values; activity score (negative = inhibition), % at 10 µM; 300,000 compounds, 0.038% hits; AID 2097;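 active means more than half of replicate wells score below -50%, meaning over 50% inhibition versus plate controls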;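 further: 0% = median DMSO wells and -100% = median GW8510 positive control wells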
# Target sequence (P49841 whole entry, looked up): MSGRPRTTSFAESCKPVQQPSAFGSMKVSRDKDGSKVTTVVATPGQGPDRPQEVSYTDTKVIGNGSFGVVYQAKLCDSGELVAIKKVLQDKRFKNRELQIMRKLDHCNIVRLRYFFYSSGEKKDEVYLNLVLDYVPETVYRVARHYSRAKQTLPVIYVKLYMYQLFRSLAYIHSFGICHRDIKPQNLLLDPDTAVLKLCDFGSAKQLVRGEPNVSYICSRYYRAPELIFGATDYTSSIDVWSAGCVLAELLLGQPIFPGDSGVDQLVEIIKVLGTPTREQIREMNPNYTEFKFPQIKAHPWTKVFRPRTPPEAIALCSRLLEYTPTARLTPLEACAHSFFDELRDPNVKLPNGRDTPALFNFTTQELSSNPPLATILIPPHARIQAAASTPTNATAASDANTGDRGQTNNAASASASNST
#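 test system = GST-tagged human GSK3beta kinase, cell-free | reagent = 25 µM ATP with peptide substrate | dosing = one dose of 10 µM per compound | schedule = 60 min reaction, RT | detection = luminescent ADP-Glo measurement of ADP formed | control set = DMSO neutral wells and GW8510 at 20 µM as positive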
# PolyA inhibitor = yeast polyadenylation inhibition. 300,000 compounds, 0.02% hits. calls only at 12 µM. S. cerevisiae SKY197-pL101 polyadenylation reporter, beta-gal luminescence; efflux-impaired pdr1/pdr3 knockout yeast; score 100 = 6 SD above DMSO;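 active means lowest replicate activity score at least 50, where 100 means six control SD above control mean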;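 further: yeast exposed to compound for 9 h at 30 °C; higher score means more reporter readthrough which indicates perturbed polyadenylation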
# Active calls of the source: *; i = inactive; . = not tested or not shown. Not all compounds are listed, so the mix of outcomes need not match the whole.
SMILES,HSF1 activator,GSK3 alpha inh,HSF1 inhib,aSyn UTR inh,AI-2 QS mod,IEC-6 cytotox,KLF5 inhibitor,HSP90 refold inh,GSK3B inh,PolyA inhibitor
CCn1c(O)c(N=N)c2ccccc21,13,5,-3,1,17,-2,-15,-2,1,i
c1ccc(-c2cc(N3CCCCC3)ncn2)cc1,10,-4,10,-135,17,6,-58,-1,0,i
CCn1c(=O)c(C)nn2c3ccccc3nc12,0,0,5,3,15,-3,-35,-4,3,i
O=C(CNS(=O)(=O)c1ccccc1)N/N=C/c1ccccc1[N+](=O)[O-],-20,-2,4,17,0,4,-27,6,-1,i
CC(=O)Nc1ccc(S(=O)(=O)N2CCN(C(=O)c3ccco3)CC2)cc1,-3,0,-1,-16,9,0,-51,-2,0,i
COc1ccccc1NS(=O)(=O)c1cc(N/C(=N\S(=O)(=O)c2ccccc2)c2ccc(F)cc2)ccc1Cl,8,0,11,-27,50,2,-29,-4,-1,i
CC1=NN(c2ccccc2)C(=O)/C1=C\c1cn(CCC#N)nc1-c1ccc(Cl)cc1,26,-2,9,-85,45,0,-17,3,1,i
O=C1/C(=C\Nc2ccccc2)CCN1c1ncccn1,3,1,8,-100,-2,-7,-77,0,2,i
COc1cccc(/C=N/n2c(-c3n[nH]c4c3CCC4)n[nH]c2=S)c1OC,0,16,-3,24,22,0,-6,0,0,i
CCOc1ccc(NC(=O)c2ccccn2)cc1,-34,7,-35,104*,10,7,79*,83*,-2,i
COc1ccc(/C(N)=N/OC(=O)Cc2ccccc2[N+](=O)[O-])cc1,16,-3,8,-51,25,2,-10,1,0,i
O=c1[nH]cc(S(=O)(=O)N2CCCc3ccccc32)c(=O)[nH]1,-19,4,3,2,9,.,.,.,4,i
COc1cc2ccccc2cc1C(=O)NCC(c1cccs1)N(C)C (centres undefined),31,0,20,-106,6,4,-76,1,2,i
CN(CC(=O)Nc1cccc(F)c1)CC(=O)Nc1ccccc1Oc1ccccc1,11,-2,8,-2,25,-14,-28,0,7,i
CN1C(=S)SC(/[N+]([O-])=C/c2cccnc2)C1(C)C (centres undefined),-4,-2,0,17,-2,5,1,2,-3,i
Cc1ccc(C)c(NC(=O)CN(C)C(=O)c2cccc(S(=O)(=O)N(C)C)c2)c1,1,1,-4,-12,21,-5,-11,-2,3,i
COC(=O)c1ccccc1NC(=O)CSc1ncccn1,26,0,8,9,1,1,-2,2,1,i
Cc1nc(Nc2ccccc2O)c2oc3ccccc3c2n1,-1,-1,-8,3,0,2,-25,5,4,i
CCOc1ccc(N(CC(=O)NC2CCCC2)C(=O)CSc2nnc(COc3ccccc3)o2)cc1,.,0,.,24,11,3,-14,6,-1,i
CC(C)(C)c1nc(Sc2ccc([N+](=O)[O-])cn2)n[nH]1,10,0,7,-8,.,-6,-29,0,-2,i
Clc1ccc(C2=NNC(=NCC3CCCO3)SC2)cc1 (centres undefined),6,-3,4,-73,11,5,-46,-5,-3,i
CC(C)c1ccc(N=c2c([N+](=O)[O-])nn(-c3ccc4c(c3)OCCO4)n2O)cc1,-8,0,0,21,29,-1,-24,-3,1,i
COc1ccc(N2C(=O)C3CCCN3C2c2cccc(OC)c2)cc1 (centres undefined),9,2,2,-2,16,-5,-11,1,-3,i
CC(=O)N1N=C(c2cccc([N+](=O)[O-])c2)OC1(C)c1cccs1 (centres undefined),0,0,5,-28,-8,4,-18,7,2,i
C/C(=N\NC(=O)c1nnn(-c2nonc2N)c1-c1cccs1)c1ccncc1,16,39,-1,-1,-1,4,-35,1,2,i
O=c1[nH]c2cc3c(cc2cc1C(c1nnnn1C1CCCCC1)N1CCSCC1)OCCO3 (centres undefined),.,0,.,.,.,-2,10,-3,.,.
COc1ccc(C2CC(=O)Oc3cc(O)cc(O)c32)cc1 (centres undefined),21,-1,16,-44,3,.,.,.,-1,i
COc1ccc(OC)c(-c2csc(CCn3nc(C)cc3C)n2)c1,.,-1,.,.,5,-1,-13,3,2,i
Cc1ccc(NC(=O)CCN2C(=O)c3cccc4cccc(c34)C2=O)cc1,24,-1,-4,-9,17,-5,-14,2,-1,i
Cc1nc2ccccc2c(=O)n1/N=C/c1cc(Br)ccc1O,11,-1,5,0,19,8,17,-4,-3,i
Nc1nc2nccc(-c3ccccn3)n2n1,-2,-2,-1,6,4,6,1,2,-2,i
O=C(/C=C/c1ccc(F)cc1)Nc1cc(S(=O)(=O)N2CCOCC2)ccc1N1CCCC1,10,-1,19,-3,28,6,-6,0,1,i
O=C(NC(=O)N1CCCCCC1)c1ccccc1,2,-3,-6,0,6,2,-34,1,2,i
CCN(CC)S(=O)(=O)c1ccc(N)cc1,3,0,11,-19,6,2,-7,1,-4,i
CCNc1nc(NC(C)C)nc(N(C)C#N)n1,0,-1,-10,23,23,-3,8,5,2,i
O=C(Nc1cccc(O)c1)c1cccc(S(=O)(=O)Nc2cccc(O)c2)c1,2,1,-5,7,7,-4,-28,-5,-7,i
CCOC(=O)N1CCN(C(=O)c2ccc3c(=O)n(CCC4=CCCCC4)c(=O)[nH]c3c2)CC1,4,1,-1,7,24,-5,-25,-1,-7,i
COc1ccc(NC(=O)CSc2nc3ccsc3c(=O)n2CCC(=O)O)c(OC)c1,-4,0,-1,-12,-1,9,-10,0,-2,i
CC(C)C(=O)NNS(=O)(=O)c1ccccc1[N+](=O)[O-],46,1,9,2,26,6,14,5,0,i
CN(C)CCn1cnc2c(c1=N)C(c1ccccc1)c1ccc3ccccc3c1O2 (centres undefined),6,3,0,90*,0,8,-13,4,-3,i
CCOC(=O)C1C(=O)CC(C)(O)C(C(=O)OCC)C1c1ccc(OCC)cc1 (centres undefined),-10,-1,-5,22,15,-2,-36,-2,4,i
CC1(C)CC(=O)C2=C(C1)N(c1ccccc1)C(=O)CC2c1ccc(O)cc1 (centres undefined),8,0,4,-11,-1,0,-31,0,-1,i
CCOc1ccc2nc(SCC(=O)Nc3ccc4c(c3)OCO4)sc2c1,21,-4,2,-4,15,4,-16,6,2,i
CC(C)(C)CN1CCC(Oc2cccc(C(=O)N3CCNC(=O)C3(C)C)c2)CC1,13,1,1,6,-11,4,-50,1,4,i
Cc1ccc(Sc2cc(C(=O)NCCCN(C)C)c3ccccc3n2)cc1,13,0,-5,-17,28,1,-81,0,1,i
Cc1ccc(NC(=O)CNc2ccc(Cl)c(Cl)c2)cc1S(=O)(=O)N(C)C,3,-2,-1,17,-52,-6,-39,3,8,i
CCc1nnc(NS(=O)(=O)c2ccc(NC(=S)NC(=O)/C=C/c3ccc(C(C)C)cc3)cc2)s1,41,0,24,28,22,-10,-19,-7,5,i
C/C(=N\Nc1cc(Cl)nc(C)n1)c1ccccc1,26,-1,11,-142,5,-7,-39,-4,1,i
CC(C)Oc1ccc(Cl)cc1Nc1nc(NCCO)nc(N2CCCC2)n1,8,0,15,-49,16,.,.,.,-1,i
COc1ccccc1CNC(=O)CSc1nc2nc(C)cc(C)n2n1,4,-4,-4,-16,19,3,-24,-3,1,i
CC(C)NC(=O)CC1C(=O)N(Cc2ccccc2)C(C)c2nc3ccccc3n21 (centres undefined),15,-4,8,13,24,-6,-3,-3,2,i
Cc1c(C(=O)OC2CCC(C)CC2)[nH]c2c1C(=O)CCC2 (centres undefined),31,-1,17,-79,15,2,-129,-4,-1,i
C(=N\n1cnnc1)/c1cccnc1,1,1,-6,1,4,0,-28,2,-3,i
CCOC(=O)N1CCC(N2CCN(Cc3ccccc3)C(CCO)C2)CC1 (centres undefined),-2,-4,-7,-14,11,5,-16,-3,0,i
COC(=O)C1N[C@@H]([C@@H](NC(=O)COc2ccccc2)C(=O)Nc2ccc(OC)cc2)SC1(C)C (some centres undefined),-1,5,-1,13,7,.,.,.,0,i
COCC(=O)N1CCC(Oc2ccc(C(=O)NCc3cc(C)n(C)n3)cc2)CC1,11,.,-6,-12,2,1,-3,-6,1,i
O=C(NCCCCNC(=O)c1ccc(Br)cc1)c1ccc(Br)cc1,8,-2,1,5,10,7,-9,1,0,i
O=C(Nc1ccc(N2CCOCC2)cc1)C1CCCCN1S(=O)(=O)c1ccccc1 (centres undefined),0,0,-8,-1,10,-2,3,-1,2,i
OC(CNC1CCCCCC1)COc1cccc2ccccc12 (centres undefined),-11,-1,3,18,11,1,-36,2,0,i
O=S(=O)(Nc1ccccc1N1CCCCC1)c1ccc(F)cc1,41,-2,4,2,14,20,-35,8,1,i
# (continued)
SMILES,HSF1 activator,GSK3 alpha inh,HSF1 inhib,aSyn UTR inh,AI-2 QS mod,IEC-6 cytotox,KLF5 inhibitor,HSP90 refold inh,GSK3B inh,PolyA inhibitor
CCOC(=O)N1CCc2c(sc(NC(=O)c3ccc(Cl)s3)c2C(N)=O)C1,.,0,.,.,.,-3,-15,-7,.,.
CS(=O)(=O)c1ccccc1-c1nnc(NC(=O)c2cccc(N3C(=O)CCC3=O)c2)o1,-8,.,-10,1,40,.,.,.,0,i
COc1ccc(NS(=O)(=O)c2ccc(N3CCCC3)c(N)c2)cc1,-8,0,-5,-12,33,10,-24,-4,-7,i
COc1ccc(/C=N/NC(=O)c2cccc(NC(=O)c3ccccc3Cl)c2)c(OC)c1,.,6,.,-1,17,-2,-18,-2,0,i
Cc1cccc2[nH]c3c(N4CCN(C(=O)c5ccco5)CC4)ncnc3c12,-1,3,6,-1,1,7,-19,0,-1,i
Cc1noc(C)c1CSCC(=O)Nc1nc(-c2ccc(F)c(F)c2)cs1,2,0,10,-16,11,.,.,.,2,i
Cc1sc2ncn3cnnc3c2c1C,-17,.,-3,-11,28,2,-37,3,-4,i
Cc1c(-c2cccs2)[n+](=O)c2c(n1[O-])CCCCC2,1,2,-9,-6,27,6,-9,2,-1,i
c1cnc(N2CCN(c3nc4ccccc4n4cnnc34)CC2)nc1,11,-3,-4,11,9,-1,-12,-2,-2,i
CC(C)(C)NC(=S)NC(=O)C12CCC3CC(CC(C3)C1)C2,1,1,-9,4,5,-6,1,-4,3,i
COC(=O)C(NC(C)=O)(Nc1nc(C)cs1)C(F)(F)F (centres undefined),-28,0,-7,-17,4,0,-13,-5,-2,i
CC1CN(C(=S)NC(=O)c2ccc([N+](=O)[O-])cc2)CC(C)O1 (centres undefined),4,3,0,5,0,2,-23,0,-2,i
CC1(C)Cc2nc(-c3ccccc3)n3cnnc3c2CO1,-2,-3,-10,10,7,-4,8,-4,-3,i

# Whole records, looked up by structure. Screens in order: HSF1 activator	GSK3 alpha inh	HSF1 inhib	aSyn UTR inh	AI-2 QS mod	IEC-6 cytotox	KLF5 inhibitor	HSP90 refold inh	GSK3B inh	PolyA inhibitor
# COc1ccc(NC(=O)CSc2nc3ccsc3c(=O)n2CCC(=O)O)c(OC)c1 reads -4	0	-1	-12	-1	9	-10	0	-2	i
# O=C(CNS(=O)(=O)c1ccccc1)N/N=C/c1ccccc1[N+](=O)[O-] reads -20	-2	4	17	0	4	-27	6	-1	i
# COCC(=O)N1CCC(Oc2ccc(C(=O)NCc3cc(C)n(C)n3)cc2)CC1 reads 11	.	-6	-12	2	1	-3	-6	1	i

# Assay outcomes (PubChem BioAssay)
